Compound activity (PubChem BioAssay)
CRFBP-R2 block – antagonists of CRF-BP/CRF-R2 complex, primary screen, cell-based, HEK293, calcium dye fluorescence, uHTS; actives 0.59% (n = 350,000); CRF-induced calcium fluorescence; inhibition, % at 11.8 µM;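 active means inhibition of the ligand-induced calcium signal above about 50% at the single tested concentration, limit read from the data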
M5 antag – human M5 muscarinic receptor antagonists, primary screen, CHO cells, Fluo-8 calcium fluorescence | Muscarinic acetylcholine receptor M5 (Homo sapiens), P08912 | CHO-hM5 cells, ACh EC80 | inhibition, % at 3 µM | actives 0.59% (n = 360,000);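 active means inhibition above a per-plate cutoff, the mean of that plate's test compounds plus 3 SD, cut at about 27% in these data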;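 further: 0% = acetylcholine EC80 with DMSO and 100% = DMSO without agonist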
M1 PAM – human M1 muscarinic receptor positive allosteric modulators, primary screen, CHO-K1 cells, Fluo-8 calcium fluorescence, 1536-well; Muscarinic acetylcholine receptor M1 (Homo sapiens), P11229; CHO-K1 hM1, ACh EC20; 0% = ACh EC20, 100% = maximal ACh; activation, % at 3 µM; actives 0.088% (n = 360,000); AID 588819, 2011; in the data active means activation above about 19%, passing the limit was not always enough
Target sequence (P11229 whole entry, looked up): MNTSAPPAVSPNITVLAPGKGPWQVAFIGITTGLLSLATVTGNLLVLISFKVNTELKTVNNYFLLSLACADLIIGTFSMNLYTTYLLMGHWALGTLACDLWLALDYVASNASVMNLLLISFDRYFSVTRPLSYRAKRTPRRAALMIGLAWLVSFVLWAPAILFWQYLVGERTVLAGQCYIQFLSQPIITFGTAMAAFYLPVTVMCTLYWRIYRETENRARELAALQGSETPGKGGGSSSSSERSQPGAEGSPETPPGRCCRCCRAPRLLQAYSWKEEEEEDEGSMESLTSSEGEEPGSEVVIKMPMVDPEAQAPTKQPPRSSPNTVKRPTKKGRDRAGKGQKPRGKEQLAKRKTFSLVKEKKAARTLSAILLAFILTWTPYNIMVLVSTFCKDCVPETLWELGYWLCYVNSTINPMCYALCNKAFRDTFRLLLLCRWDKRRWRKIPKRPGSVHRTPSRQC
CRFR2-BP ag – agonists of CRF-BP/CRF-R2 complex, primary screen, cell-based, HEK293, calcium dye fluorescence, uHTS; calcium dye fluorescence (FLIPR); percent of saturating CRF peptide response; activation, % at 13.2 µM; actives 0.46% (n = 350,000);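 active means activation of at least 50%, plus an integration ratio under a set limit after plate pattern correction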;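 further: plate controls were neutral control wells without compound for no effect and CRF at EC100 for full effect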
CHRM4 PAM – human M4 muscarinic receptor positive allosteric modulators, primary screen, CHO-K1 cells, Fluo-8 calcium fluorescence. Muscarinic acetylcholine receptor M4 (Homo sapiens), P08173. CHO-K1 hM4/Gqi5, ACh EC20; 0% = ACh EC20, 100% = maximal ACh. activation, % at 3 µM. actives 0.4% (n = 360,000);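 active means activation above its plate's cutoff, the mean activation of sample wells plus 3 SD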; further: some results filed as inactive read as strong as hits
Target sequence (P08173 whole entry, looked up): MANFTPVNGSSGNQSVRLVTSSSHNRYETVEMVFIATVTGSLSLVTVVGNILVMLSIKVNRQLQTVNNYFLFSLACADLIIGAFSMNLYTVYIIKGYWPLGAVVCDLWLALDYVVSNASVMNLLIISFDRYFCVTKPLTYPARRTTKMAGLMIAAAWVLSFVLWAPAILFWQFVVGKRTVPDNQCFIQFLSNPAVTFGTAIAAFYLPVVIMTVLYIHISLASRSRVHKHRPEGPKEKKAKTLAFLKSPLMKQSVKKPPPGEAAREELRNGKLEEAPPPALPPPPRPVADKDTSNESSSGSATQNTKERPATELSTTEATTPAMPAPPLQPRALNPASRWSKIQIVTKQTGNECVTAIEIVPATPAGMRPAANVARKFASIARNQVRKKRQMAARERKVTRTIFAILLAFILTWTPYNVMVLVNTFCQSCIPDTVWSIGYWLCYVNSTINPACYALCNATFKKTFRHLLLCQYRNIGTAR
CHRM5 PAM – human M5 muscarinic receptor positive allosteric modulators, primary screen, CHO-K1 cells, Fluo-8 calcium fluorescence; Muscarinic acetylcholine receptor M5 (Homo sapiens), P08912; CHO-K1 hM5, ACh EC20 PAM; 0% = ACh EC20, 100% = ACh EC100; activation, % at 3 µM; actives 0.3% (n = 360,000); AID 624038, 2012;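 active means activation above the run cutoff, the mean activation of all test compounds plus 3 SD, cut at about 18% in these data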
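Assay system – human M5 receptor in CHO-K1 cells · Read-out – % activation, ACh-normalized · Technique – Fluo-8 calcium fluorescence · Dosing – single-point, 3 µM nominal · Incubation – Fluo-8 loading 80 min at 37 °C plus 30 min room temperature · Repeats – singlicate, one well per test compound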
M5 ag – human M5 muscarinic receptor agonists, primary screen, CHO-K1 cells, Fluo-8 calcium fluorescence. Muscarinic acetylcholine receptor M5 (Homo sapiens), P08912. CHO-K1 hM5 cells; 0% DMSO wells, 100% maximal acetylcholine response. activation, % at 3 µM. actives 0.19% (n = 360,000). AID 624037, 2012;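 active means activation above the run's mean over test compounds plus 3 SD, cut at about 23% in these data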;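 further: signal is peak over basal fluorescence ratio across the kinetic read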
CHRM4 antagonist – human M4 muscarinic receptor antagonists, primary screen, CHO cells, Fluo-8 calcium fluorescence; Muscarinic acetylcholine receptor M4 (Homo sapiens), P08173; CHO-hM4 cells, ACh EC80; inhibition, % at 3 µM; actives 0.73% (n = 360,000); AID 624125, 2012;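 active means inhibition above its plate's cutoff, the mean inhibition of sample wells plus 3 SD, cut at about 27% in these data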;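 further: 0% = acetylcholine EC80 with DMSO and 100% = DMSO without agonist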
CHRM4 agonist – human M4 muscarinic receptor agonists, primary screen, CHO-K1 cells, Fluo-8 calcium fluorescence. CHO-K1 hM4/Gqi5; vehicle 0%, full acetylcholine response 100%. AID 624127, 2012. Muscarinic acetylcholine receptor M4 (Homo sapiens), P08173. activation, % at 3 µM. actives 0.14% (n = 360,000);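 active means activation above the run mean over all test wells plus 3 SD, cut at about 32% in these data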;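 further: peak over basal fluorescence ratio per well then scaled between controls; 0% = DMSO wells and 100% = acetylcholine at EC100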
Active calls of the source: *; · = no result given; & = joins results of further samples.

SMILES,CRFBP-R2 block,M1 PAM,M5 ag,CRFR2-BP ag,CHRM5 PAM,CHRM4 agonist,M5 antag,CHRM4 PAM,CHRM4 antagonist
Cn1c(=O)c2cn(Cc3ccc(Cl)cc3)cc2n(C)c1=O,-1,0,-1,-0.7,7,0,-6,3,0
Cc1ccc(C(=O)C2CC2)cc1C,-3,17,0,-2.5,1,0,13,2,8
S=C(c1c[nH]c2ccccc12)N1CCCC1,1,0,-2,-1.2,1,2,2,-2,-3
COc1ccccc1CNC(=O)CN(c1cccc([N+](=O)[O-])c1)S(C)(=O)=O,4,8,-2,-1.3,-3,2,0,2,3
CCOC(=O)NC(=O)CSc1nc(C)cc(C(F)(F)F)c1C#N,2,7,-6,-2.3,6,1,-7,1,-1
Cc1onc(-c2ccccc2Cl)c1C(=O)NC(=S)Nc1ccc(C(C)(C)C)cc1,-14,4,-1,6.4,-2,1,-4,-23,-11
CCOc1ccc(S(=O)(=O)c2cn(C)c3cc(OC)c(OC)cc3c2=O)cc1,27,6,-3,-0.5,5,0,0,1,2
Cc1cc(C)c(C(=O)N(C)C2CCCN(Cc3ccccc3F)C2)o1 (configuration not stated),-10,12,-3,-0.2,6,1,-9,5,-3
CC1(C)CC2(CC(C)(C)N1)OC(=O)N1CCc3ccccc3C12C (configuration not stated),0,8,-1,-0.2,-1,0,-7,5,-12
Cc1ccc(S(=O)(=O)N2CC(=O)NC(=O)C2)cc1,4,1,-1,-2.5,-6,1,13,-5,-6
COc1ccc(CC(N)c2csc(NC(=O)Nc3ccc(F)cc3)n2)cc1 (configuration not stated),·,0,0,·,-1,14,7,0,13
Cc1cc(=O)n2[nH]c(C)c(-c3ccc(Cl)cc3)c2n1,19,2,0,0.0,1,-1,-5,-3,6
Cc1cc(NC(=O)CSc2cc(C)c3ccccc3n2)no1,1,0,1,0.8,-9,0,17,1,-2
Cc1nc(N2CCCCC2)c(C#N)c(C)c1[N+](=O)[O-],-1,12,-1,-3.3,3,0,-16,-6,-6
COc1ccccc1C(=O)N(CN1CCCC1=O)c1cccc(Cl)c1,-6,3,-6,-1.1,-3,0,4,-5,5
Cc1ccc(-c2cccc(=O)o2)cc1,·,·,0,·,2,-1,-4,8,-5
CC(C)C[C@@H](CNCC(=O)[C@H](Cc1c[nH]c2ccccc12)NC(=O)c1[nH]cnc1C(=O)N[C@@H](C)CN)NC(=O)c1nc[nH]c1C(=O)N[C@@H](C)C(=O)O,-8,13,2,0.3,-1,1,-4,5,0
O=C(CCN1C(=O)[C@@H]2Cc3ccccc3CN2C1=O)NCc1ccc(Cl)cc1,-24,3,-1,0.4,-3,3,-6,-6,1
CC(C)Cc1[nH]c(=O)c(C#N)c2c1COC(C)(C)C2,-27,10,0,0.5,-2,1,2,2,5
CN1CCCC(OC(=O)c2cc(Cl)cc(Cl)c2)C1 (configuration not stated),-5,6,-4,-0.7,3,2,6,5,-4
COc1ccc(CN(C)S(=O)(=O)c2nnc(NC(=O)c3cccc(C)c3)s2)cc1OC,12,-5,4,2.8,-5,8,9,-2,4
Cc1cccn2cc(CCNC(=O)Cc3cccs3)nc12,-4,-5,1,-0.1,2,1,-2,14,17
CCOC(=O)c1c(C)c(C(=O)NCCN2CCOCC2)c(C)n1CC,16,10,0,-1.8,0,1,-6,13,-2
COc1ccc(CCNc2cc(C)nc3c(-c4ccc(Cl)cc4)c(C)nn23)cc1OC,20,2,-2,2.1,0,1,1,5,-12
Cc1nn(Cc2noc(C(=O)NCc3ccccn3)n2)c(C)c1Br,12,5,-4,-0.6,1,1,7,-3,1
Cc1cccc2c1cnn2C(=O)Nc1ccccc1Cl,-2,7,-2,-0.8,2,9,4,12,-10
O=C(Cn1nnc(-c2ccccc2)n1)N1CCN(c2ccc(F)cc2)CC1,0,10,-2,8.3,2,1,8,0,0
COc1ccccc1Nc1nc(Cl)nc(NC(C)(C)C)n1,4,-8,-3,0.0,-3,-2,1,-12,-10
C[C@H](CO)N1C[C@H](C)[C@@H](CN(C)C(=O)Nc2ccccc2)Oc2ccc(NC(=O)Nc3ccc4c(c3)OCO4)cc2C1=O,11,6,-1,-1.4,4,-1,-8,11,-11
CCOC(=O)c1c(C)n(-c2ccc(C)cc2)c2c(C(C(C)=O)C(=O)O)c(Br)c(O)c(O)c12 (configuration not stated),19,3,-2,-1.4,0,-1,4,-1,-5
COc1ccc(Nc2cc(=O)n(C3CCCCC3)c(=O)[nH]2)c(OC)c1,-5,7,1,2.4,-8,0,3,6,-4
Cc1ccccc1S(=O)(=O)Cc1ccc(C(=O)NCCCOC(C)C)o1,2,5,2,-1.9,4,2,-3,7,-2
O=C(OCCc1cc2ccccc2c(=O)o1)c1ccc2c(c1)OCO2,8,-3,3,-0.4,-12,9,7,3,-1
O=C(O)CSc1nnc(-c2ccc(Cl)cc2)n1-c1ccccc1,·,2,-4,·,-1,1,4,5,-22
O=C(N[C@H]1CCC(=O)N(CCSc2ccc(Br)cc2)CC1)OCc1ccccc1,0,-11,0,0.7,-10,12,11,-5,3
Cc1ccccc1OCC(=O)N1CCC2(CC1)CC(=O)c1ccccc1O2,-3,5,-1,0.1,-3,4,7,3,-3
COC(=O)/C=C1/C(=O)N/C(=N\c2nc(C)cc(C)n2)N1c1ccc(OC)cc1,2,11,-1,-0.2,-5,1,7,1,1
COc1ccc2[nH]c(C)c(CCNC(=S)Nc3ccccc3OC)c2c1,1,6,1,-1.9,3,6,-7,-6,-4
Cc1ccc(C(=O)Nc2cccc(S(=O)(=O)N(C)c3ccccc3)c2)o1,18,2,-1,-1.8,-16,14,8,0,3
Cc1ccc(S(=O)(=O)n2nc(OC(=O)c3c(-c4ccccc4Cl)noc3C)cc2N)cc1,-13,-2,0,0.8,11,2,-3,0,-1
CCCCC(CC)CNC(=O)c1[nH]c(C)c(C(C)=O)c1C (configuration not stated),27,0,6,-1.0,-8,10,1,-3,-10
CCCNC(=O)C(Cc1ccccc1)NC(=O)c1ccc(-c2ccccc2)cc1 (configuration not stated),-3,9,1,0.4,1,1,11,12,1
COc1ccc(NC(=O)c2c[nH]c(=O)n(-c3ccc(C)c(C)c3)c2=O)cc1OC,-3,13,2,-0.1,1,3,-1,4,-22
Cc1ccc(NC(=O)CSc2nnc(C)n2-c2ccccc2)cc1,-5,3,0,0.4,2,0,-11,3,-10
CC(=O)N1CCCc2cc(S(=O)(=O)N3CCCC(C(=O)N4CCN(c5ccccc5)CC4)C3)ccc21 (configuration not stated),-7,-6,5,-0.7,-5,16,-6,-9,2
O=C(CCCN1C(=O)/C(=C/c2ccc3c(c2)OCO3)SC1=S)Nc1cccc(C(=O)O)c1,-27,20,0,8.7,2,0,12,6,-6
Cc1ccc(NC(=O)CN2CCN(C(=O)c3ccco3)CC2)cc1S(=O)(=O)N(C)C,-9,3,-2,1.6,10,0,9,3,4
Cc1nn(-c2ccccc2)c(N)c1C(c1ccccc1)c1c(C)nn(-c2ccccc2)c1N,-2,11,-1,-0.8,-2,1,-8,-1,-1
Cc1csc2c(NCCCN3CCOCC3)ncnc12,-3,2,2,-1.0,-2,1,5,-3,-10
CCN(C(=O)CSc1nc2cc(C(=O)O)ccc2c(=O)n1Cc1ccccc1)c1ccccc1,-14,11,3,0.4,-1,1,13,-3,13
Cc1nc2ccccn2c1-c1ccnn1S(=O)(=O)c1ccc(F)cc1,-11,-14,0,-8.2,-26,13,10,-41,11
C#CCOC(=O)C[N+](C)(C)C/C=C/c1ccccc1,6,4,-6,-0.9,-2,0,0,1,3
CN(C)C(=S)NCc1ccccc1,-8,-1,-2,-3.6,-3,0,-9,0,-4
O=C(c1ccc([N+](=O)[O-])s1)N1CCN(c2ccccn2)CC1,9,-3,0,-0.3,5,3,3,-5,10
CCN1C(=O)CC(N2CCC(C(=O)OC)CC2)C1=O (configuration not stated),16,-1,2,-3.3,-3,0,-7,-4,5
N#CCn1cc(/C=N/NC(=O)c2cc3c(ccc4ccccc43)o2)c2ccccc21,13,6,2,-0.5,-8,8,10,-16,4

Further entries.
SMILES,CRFBP-R2 block,M1 PAM,M5 ag,CRFR2-BP ag,CHRM5 PAM,CHRM4 agonist,M5 antag,CHRM4 PAM,CHRM4 antagonist
COc1cc(OC)cc(C(=O)NCCCn2ccnc2)c1,7,-1,1,-0.4,1,0,7,0,2
CCN(CC)CCOC(=O)c1cccc(Cl)c1,13,-1,-9,-0.7,1,1,4,1,7
Cc1ccc(NC(=O)CSc2nc3ccccc3c3nc(CCc4c(C)n[nH]c4C)nn23)cc1F,23,3,0,-1.9,0,1,-2,19,0
CCCC(c1nnnn1CCOC)N1CCN(Cc2ccccc2)CC1 (configuration not stated),5,15,-6,-1.0,-4,1,1,-3,7
NS(=O)(=O)c1cc(C(=O)OCC(=O)NNC(=O)c2ccccc2)ccc1Cl,-12,0,-5,0.2,1,1,-3,0,9
Cc1ccccc1Oc1nc2c(C)cccn2c(=O)c1/C=C(\C#N)C(=O)NC1CCS(=O)(=O)C1 (configuration not stated),8,2,6,-1.6,1,11,8,-6,-7
CSc1nc(Cc2ccccc2)nc2ccccc12,-11,-2,1,0.5,-6,-1,-5,-10,-3
CC(C)(C)c1ccc(/C=C(\c2nc3ccccc3[nH]2)S(=O)(=O)c2ccccc2)cc1,-14,3,3,2.8,13,0,6,-12,3
CC(C)N1CCc2c(sc(N)c2C#N)C1,-16,-2,-2,8.9,-4,3,0,1,-4
Fc1ccc(Nc2nnc(-c3ccncc3)s2)cc1Cl,·,-4,0,·,-4,7,8,9,-21
CCCn1cc(S(=O)(=O)c2ccc(OC)cc2)c(=O)c2cc(OC)ccc21,-31,6,-2,0.2,1,2,7,-4,2
Cc1ccc(-c2csc3ncnc(SCC(=O)NCc4ccc5c(c4)OCO5)c23)cc1,20,-6,-3,2.8,-5,2,1,-2,3
NC(=O)c1c(NC(=O)C2CC=CCC2C(=O)O)sc2c1CCCCC2 (configuration not stated),-4,7,-1,-0.1,9,1,-10,-1,0
O=C(O)c1cccc(S(=O)(=O)N2CCCC(c3nc4c(nnn4Cc4ccc(F)cc4)c(=O)[nH]3)C2)c1 (configuration not stated),5,6,-1,0.1,5,2,4,3,-1
O=C(Cn1c[n+](CC(=O)c2ccc([N+](=O)[O-])cc2)cn1)c1ccc([N+](=O)[O-])cc1,-1&-11,4&2,-4&1,-0.3&0.7,4&-5,1&5,3&-12,5&14,6&2
